Screening data from PubChem BioAssay.
MmCpn inh = blocks the Methanococcus maripaludis chaperonin Mm-Cpn; purified Mm-Cpn ATPase, ADP Transcreener TR-FRET; Potency, µM (doses to about 76.9 µM), without a hit: at the highest dose activity, negative = inhibition, hits mostly inhibitors; 330,000 tested, 0.031% active; AID 504842; also: potency is read from the fitted curve at half-maximal effect; % is scaled to controls: 0 for no effect and ±100 for the full control effect; nearly all actives have a fitted effect of over 80% in size
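Purified archaeal Mm-CPN (25nM final) preincubated 10 min at 37degC with compound, then 10uM ATP for 30 min at 37degC; ADP measured by HTRF Transcreener TR-FRET; buffer 30 mM TRIS pH 7.4, 100mM KCl, 5mM MgCl2, 1mM DTT.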
A549 viability = counter-screen for Nrf2 inhibitors: cytotoxicity in A549 cells | Potency, µM (highest dose often 46 µM), inactives show at the highest dose activity change, negative = cytotoxicity, actives largely listed as inhibitors | 390,000 tested, 0.16% active | A549 ARE-Fluc cells, CellTiter-Fluor viability, 18-24 h | AID 504648; also: potency is read from the fitted curve at half-maximal effect; % is scaled to controls: 0 for no effect and ±100 for the full control effect
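A549 ARE-Fluc cells in 5% FBS OPTI-MEM, 5000 cells/well, rested 2 h then exposed to compounds in concentration-response for 18-24 h at 37 °C. Viability by CellTiter-Fluor fluorescence (Ex 405/Em 525) after 30 min; luciferase luminescence (BugLite, 15 min, RT) read afterwards.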
Nrf2 activator = activators of Nrf2 (ARE) signaling; AREc32 ARE-luciferase reporter (MCF7-derived line), luminescence, 24 h; Potency, µM (top dose mostly 46.1 µM), inactives show at the top dose activation, most hits filed as activators; 410,000 tested, 0.31% active; AID 624171; also: potency is read from the fitted curve at half-maximal effect; % of control where 0% means no effect; nearly all actives have a fitted effect of over 65% in size
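Each well held 1000 AREc32 cells, which were incubated with compound for 24 hr at 37 deg C after overnight attachment, and ARE reporter activity was quantified by firefly luciferase luminescence.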
TGFb SMAD3 inh = TGF-b pathway inhibition; HepG2 CAGA-GFP TGF-b/SMAD3 reporter, GFP fluorescence, 18 h; TGF-beta stimulated, 500 pg/mL final; Potency, µM (titrated, usually from 46.1 µM), for the others: top-dose activity, negative = inhibition, hits mostly inhibitors; 410,000 tested, 1.2% active; AID 588855; also: potency is read from the fitted curve at half-maximal effect; % is scaled to controls: 0 for no effect and ±100 for the full control effect; nearly all actives have a fitted effect of over 65% in size
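Using HEPG2 CAGA-GFP reporter cells at 1000 cells/well, we pinned test compounds, stimulated with recombinant TGF-beta (500 pg/mL final) and measured total well GFP after 18 h.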
S2 tox = cell viability loss in ATXN counter-screen | Potency, µM (highest dose often 56.7 µM), most hits filed as cytotoxic | AID 651635 | S2 cells (HEK-293 line with an ATXN2-luciferase reporter) viability, CellTiter-Fluor protease fluorescence, 24 h | 400,000 tested, 0.49% active; also: potency is read from the fitted curve at half-maximal effect; nearly all actives have a fitted effect of over 40% in size
CCT modulator = modulators of cytosolic chaperonin (CCT/TRiC) activity. purified chaperonin ATPase assay, HTRF ADP detection, 30 min. activity change, % (no concentration beside the values), hits read low. 360,000 tested, 0.3% active. AID 651819; in the data active = activity change below about -30%; also: % is scaled to controls: 0 for no effect and ±100 for the full control effect
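First, chaperonin was dispensed at 40 nM or 20 nM final depending on batch activity. Next, compounds were pinned at 76 uM and ATP added at 10 uM. After 30 min at 37 °C, ADP detection reagents ran 30 min at ambient temperature.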
pAkt inh = inhibitors of Akt phosphorylation; activity change, % for hits at 50 µM; AID 651550; Neuro2A IGF-stimulated pAkt S473 HTRF, 20 min; stronger effect = lower value; 360,000 tested, 0.32% active; in the data active = activity change below about -80%; inconclusive = mostly about -51% to -80%; also: % is scaled to controls: 0 for no effect and ±100 for the full control effect
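Neuro2A cells (4,500/well, DMEM with 0.5% FBS) were treated with compound at a single 50 µM final concentration, stimulated with 6 nM IGF for 20 min at 37 °C, and lysed. Phospho-Akt Ser473 was read by HTRF as 665/615 ratio ×10^4.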
HepG2 viability = counter-screen for TGF-b inhibitors: cytotoxicity in HepG2 cells. HepG2 CAGA-GFP viability, ATP luminescence, 18 h. Potency, µM (top dose mostly 46.1 µM), without a hit: at the highest dose activity change, negative = cytotoxicity, most hits filed as cytotoxic. 410,000 tested, 0.76% active. AID 588856; also: potency is read from the fitted curve at half-maximal effect; some results filed as inactive show a strong effect at the top dose
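CellTiter-Glo luminescence gave cytotoxicity after 18 hours at 37 degrees C. The cells were HepG2 CAGA-GFP in 1% FBS DMEM, stimulated with 500 pg/mL TGF-beta after compound addition. %Activity was normalised to no-cell wells (complete cell-killing) and DMSO (no toxicity), and curves were fitted and classified.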
Nrf2 block = Nrf2 pathway inhibition. A549 ARE-Fluc reporter, luciferase luminescence, 18-24 h. Potency, µM (top dose mostly 46 µM), without a hit: top-dose activity change, negative = inhibition, hits mostly inhibitors. 360,000 tested, 2.1% active. AID 504444; also: potency is read from the fitted curve at half-maximal effect; % is scaled to controls: 0 for no effect and ±100 for the full control effect; nearly all actives have a fitted effect of over 60% in size
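Nrf2 activity is the BugLite luminescence, read 15 min after reagent at room temperature, following CellTiter-Fluor cytotoxicity readout (30 min, 37C). Compound titrations were applied for 18-24 h to 5000 A549 ARE_Fluc cells/well in 5% FBS OPTI-MEM.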
Numbers without * were called inactive; i = inactive; ? = inconclusive; · = not tested or not shown; [ ] = another dose, or the depositor's remark. Unless noted, calls follow the shape of the dose curve; as a rule, active = well fitted curve in the direction sought with a large enough effect; inconclusive = small, poorly fitted or top-dose-only effect, or another doubt; inactive = no such curve, though single readings can be large; an effect the other way counts as inactive or inconclusive.

Sample of the layout, 3 compounds:
canonical_smiles	MmCpn inh	A549 viability	Nrf2 activator	TGFb SMAD3 inh	S2 tox	CCT modulator	pAkt inh	HepG2 viability	Nrf2 block
CCC(C)(C)NC(=O)C(c1cccn1C)N(C(=O)Cn1nnc2ccccc21)c1ccc(OC)cc1OC (centres undefined)	1%	-5%	-0.1%	-2%	i	2.4	i	-19%	13%
COC(=O)CC(c1ccc(OC)c(OC)c1)c1ccc(OC)c(OC)c1	-3%	0%	-0.2%	1%	i	2.5	i	-18%	6%
O=C(NCCCn1ccnc1)c1cc(-c2cccs2)on1	-2%	17%	?	-24%	i	-1.9	i	-25%	?

The whole of this part, from the first entry:
canonical_smiles	MmCpn inh	A549 viability	Nrf2 activator	TGFb SMAD3 inh	S2 tox	CCT modulator	pAkt inh	HepG2 viability	Nrf2 block
CCC(C)(C)NC(=O)C(c1cccn1C)N(C(=O)Cn1nnc2ccccc21)c1ccc(OC)cc1OC (centres undefined)	1%	-5%	-0.1%	-2%	i	2.4	i	-19%	13%
COC(=O)CC(c1ccc(OC)c(OC)c1)c1ccc(OC)c(OC)c1	-3%	0%	-0.2%	1%	i	2.5	i	-18%	6%
O=C(NCCCn1ccnc1)c1cc(-c2cccs2)on1	-2%	17%	?	-24%	i	-1.9	i	-25%	?
CC(C)CC(CSc1ccc(Br)cc1)N1CCN(C)CCC1=O (centres undefined)	·	-4%	·	-15%	·	·	·	-20%	?
COCCn1c(C)cc2c(c1=O)C(c1ccco1)C(C#N)=C(N)O2 (centres undefined)	1%	-2%	-0.7%	-1%	i	-2.1	i	-31%	6%
CC(C)=CCC/C(C)=C/CNC(=O)C[C@H]1C[C@H](C(=O)N2CCCCC2)[C@@]2(CCc3ccccc3)c3[nH]c4cc(-c5ccco5)ccc4c3CCN2C1=O	-1%	-6%	1.0%	?	i	-0.9	i	-15%	-4%
Cn1cc(CN2CCC(C(=O)Nc3cccc(-c4cccc(F)c4)c3)CC2)cn1	3%	-5%	6.6%	11µM*	i	0.5	i	-58%	3%
CCOC(=O)C1=CNS(=O)(=O)NC1c1ccc(C[C@H](NC(=O)CNC(=O)CCc2ccccc2)C(N)=O)cc1 (some centres undefined)	3%	11%	-1.1%	11%	i	-0.6	i	-11%	-16%
CSc1ncc(C(=O)NCc2ccccc2)c(-c2ccccc2)n1	·	16%	0.2%	3%	i	·	·	1%	11%
CCOC(=O)N1CCN(S(=O)(=O)c2ccc(C(=O)N(CCCN(C)C)c3nc4ccc(OC)cc4s3)cc2)CC1	0%	-8%	-0.6%	-15%	i	-0.8	i	-22%	-8%
CCOC(=O)CSc1nnc(-c2ccc(S(=O)(=O)N3CCOCC3)cc2)n1-c1ccccc1	3%	6%	0.2%	-12%	i	-0.8	i	-10%	2%
CC1(OC(=O)C2CCCC2)C(=O)C=C2C=C3CCCCN3C=C2C1=O (centres undefined)	0%	?	2.0%	4%	i	-1.2	i	5%	9%
COC(=O)c1nnn(-c2nonc2N)c1CSCCO	0%	8%	-0.6%	-2%	i	-0.7	i	5%	·
CN(CCO)c1cnccn1	0%	2%	0.0%	-2%	i	-1.7	i	20%	-3%
CN(C)c1ccc(NC(=O)CN2C(=O)CC(c3ccccc3)=Nc3ccccc32)cc1	-3%	-2%	-0.5%	-1%	i	-1.2	i	-19%	-22%
CCCCN(CCCNC(=O)c1cc(Nc2ccc(OC)c(OC)c2)nc2ccccc12)Cc1ccccc1	·	-15%	-0.3%	?	·	·	·	-88%	7%
N#CCC(=O)Nc1ccc(C(=O)OCC(=O)Nc2cccc3ccccc23)cc1	·	·	0.6%	1%	i	-0.3	i	-22%	·
CCOC(=O)C(C)/C(C)=N/NC(=O)CCC(=O)Nc1cc(C)ccc1C (centres undefined)	0%	-3%	-0.5%	?	i	-2.8	i	-14%	3%
CN(C)C(=O)CSc1nnc(Cc2ccc3c(c2)OCO3)o1	-1%	6%	0.2%	9%	i	-2.6	i	13%	12%
CCN1/C(=C/C=C/c2oc3ccc4ccccc4c3[n+]2CC)Oc2ccc3ccccc3c21	0%	-5%	9.5%	32%[activator]	i	0.9	i	-1%	-5%
C[C@@H](NC(=O)c1nc[nH]c1C(=O)N[C@@H](CCCCNC(=O)OC(C)(C)C)C(=O)OC(C)(C)C)c1ccccc1	·	?	-1.1%	?	?	-1.8	i	-57%	16µM*
CCCCn1c(CNC(=O)c2ccc(OC)cc2)nnc1SCC(=O)Nc1ccc(OC)cc1	·	-9%	0.4%	-6%	i	·	·	6%	-20%
CC1CC(C)CN(CCCNC(=O)c2cc3c(s2)-c2ccccc2OC3)C1 (centres undefined)	-2%	-15%	2.2%	?	?	0.0	i	-82%	16%
CC1(c2ccc(F)cc2)OC(=O)c2c1ccc1ccccc21 (centres undefined)	·	·	0.6%	-5%	?	0.1	i	0%	·
c1ccc(COc2ccc(CNCc3cccs3)cc2)cc1	2%	-8%	6.4%	-10%	i	0.7	i	-57%	7%
CN(CP(=O)(O)CN(C)S(C)(=O)=O)S(C)(=O)=O	1%	-5%	-0.2%	14%	i	-1.6	i	20%	2%
ClCc1cc2ccccc2nc1Cl	-3%	-8%	0.7%	7%	i	-5.1	i	8%	-1%
Cc1ccc(S(=O)(=O)c2nc(S(=O)(=O)c3ccccc3)sc2NCCCOC(C)C)cc1	·	-3%	-0.5%	4%	i	·	·	8%	6%
O=C(CN1CCSCC1)N/N=C/c1ccc(F)cc1	-2%	1%	-0.1%	-5%	i	-3.8	i	11%	2%
CCOC(=O)CC1COCCN1C(=O)CCc1nnc(-c2ccsc2)o1 (centres undefined)	2%	-5%	0.5%	24%	i	-0.3	i	-1%	?
CC1CCN(C(=O)c2cc(S(=O)(=O)N3CCOCC3)ccc2N2CCCC2)CC1	0%	-5%	-0.5%	1%	i	-0.1	i	-7%	9%
CCCc1cc2c(cc1NC(=O)c1ccccc1F)OCO2	-2%	0%	4.4%	28%	i	3.0	i	32%	?
CCN(Cc1cn2cccnc2n1)C1CCCCC1	0%	7%	-0.3%	3%	i	-1.9	i	-9%	-10%
CCCn1c(N)c(C(=O)CSc2n[nH]c(-c3ccc(C)cc3)n2)c(=O)[nH]c1=O	1%	-1%	0.1%	0%	i	-2.2	i	0%	1%
Cc1ccc(Cn2c(=O)n(Cc3ccco3)c(=O)c3oc4ccccc4c32)cc1	·	0%	0.3%	-32%	i	·	·	-14%	?
O=C(NCc1ccncc1)[C@@H]1CCCN1C(=O)[C@H]1CCCN1C(=O)c1cccc(Cl)c1	·	·	0.0%	·	i	1.6	i	·	·
CCC1SC2=NC(C)=C(C(=O)OCC(C)C)C(/C=C/c3ccccc3OC)N2C1=O (centres undefined)	0%	-19%	2.5%	5%	i	-2.4	i	-16%	?
Cc1noc(NS(=O)(=O)c2ccc(NC(=O)CSc3nnc(-c4ccccc4)n3C3CCCCC3)cc2)c1C	1%	-2%	0.2%	-9%	i	1.3	i	12%	27%
CCc1ccc(-n2nc(C)c3c(C)cc(=O)n(CC(=O)N4CCCc5ccccc54)c32)cc1	·	-1%	-0.7%	13%	i	·	·	-4%	?
CCn1c(SCC(=O)O)nnc1-c1ccc(S(=O)(=O)N2CCCC2)cc1	-1%	-3%	-0.1%	0%	i	-0.7	i	-32%	-9%
COC(=O)c1c(C(=O)OC)c(-c2cccc(F)c2)n2c1CS(=O)C2 (centres undefined)	0%	3%	-0.1%	0%	i	-2.6	i	20%	-4%
FC(F)(F)c1cc(-c2ccccc2)nc2ncnn12	2%	2%	2.2%	9%	i	1.8	i	-21%	-26%
O=C(COC(=O)[C@@H]1CCCN1S(=O)(=O)c1ccc(Cl)cc1)NC1CCS(=O)(=O)C1 (some centres undefined)	4%	8%	0.0%	4%	i	1.0	i	-3%	1%
COc1ccc(S(=O)(=O)N(C)C[C@H]2Oc3ccc(NC(=O)Cc4ccccc4)cc3C(=O)N([C@H](C)CO)C[C@@H]2C)cc1	0%	-1%	-0.4%	-2%	i	-2.2	i	-14%	-7%
COc1ccc(-c2nc(CN3CCCC(C(=O)NC4CCCC4)C3)c(C)o2)cc1 (centres undefined)	-1%	3%	0.2%	-6%	i	1.6	i	-24%	8%
Cc1ccc(S(=O)(=O)N2CCCCC2)cc1NC(=O)COC(=O)c1cc[n+]([O-])cc1	-2%	-8%	-0.2%	-16%	i	1.2	i	-5%	2%
CCc1ccc(-n2nc(C)c3c(C(=O)Nc4ccc(Cl)cc4)cc(C)nc32)cc1	·	-13%	3.6%	6%	i	·	·	-2%	?
Cc1ccc(NC(=O)CCSc2nnc(C)s2)cc1	1%	-10%	0.1%	-2%	i	2.3	i	-33%	2%
O=C(NNC(=O)c1ccccc1-n1cccc1)c1ccc(F)cc1	0%	-1%	-0.5%	9%	i	-1.5	i	3%	0%
